High-throughput results from PubChem.
HCV inh: blocks hepatitis C virus. Huh7.5.1 HCVcc-Cre infection, luciferase reporter, 44 h. Potency, µM (series often up to 41.8 µM), without a hit: at the highest dose activity change, negative = inhibition, actives largely listed as inhibitors. 3.4% of 340,000 active; note: potency is the fitted concentration of half-maximal effect
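Antiviral activity was scored by luciferase reporter output from cells infected with HCVcc-Cre (~0.5 moi) in presence of compound, 44 h infection period, cells seeded 1,000/well 4 h prior.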
AMA1-RON2 inh: AMA1-RON2 (P. falciparum) interaction inhibition | Potency, µM (top dose mostly 58.2 µM), without a hit: top-dose activity change, negative = inhibition, hits mostly inhibitors | AlphaScreen AMA1-biotinylated RON2 peptide binding | AID 720542 | 0.2% of 360,000 active;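 note: potency is the fitted concentration of half-maximal effect; 0% = vehicle wells and -100% = peptide control; nearly all actives have a fitted effect of over 45% in size; some results filed as inactive show a strong effect at the top dose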
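AMA1 (3D7) with his tag at 25 nM final met compounds first, then biotinylated RON2 peptide at 25 nM; detection used donor plus acceptor beads, 10 µg/mL apiece, read by AlphaScreen after 30 min at room temperature.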
LmPK inhibitor: LmPK (Leishmania mexicana) enzyme inhibition; AID 1721; purified LmPK, Kinase-Glo ATP luminescence, 1 h; Potency, µM (series often up to 57.5 µM), without a hit: at the highest dose activity change, negative = inhibition, hits mostly inhibitors; Q27686; 0.37% of 290,000 active; note: potency is the fitted concentration of half-maximal effect
Target sequence (Q27686 whole entry, looked up): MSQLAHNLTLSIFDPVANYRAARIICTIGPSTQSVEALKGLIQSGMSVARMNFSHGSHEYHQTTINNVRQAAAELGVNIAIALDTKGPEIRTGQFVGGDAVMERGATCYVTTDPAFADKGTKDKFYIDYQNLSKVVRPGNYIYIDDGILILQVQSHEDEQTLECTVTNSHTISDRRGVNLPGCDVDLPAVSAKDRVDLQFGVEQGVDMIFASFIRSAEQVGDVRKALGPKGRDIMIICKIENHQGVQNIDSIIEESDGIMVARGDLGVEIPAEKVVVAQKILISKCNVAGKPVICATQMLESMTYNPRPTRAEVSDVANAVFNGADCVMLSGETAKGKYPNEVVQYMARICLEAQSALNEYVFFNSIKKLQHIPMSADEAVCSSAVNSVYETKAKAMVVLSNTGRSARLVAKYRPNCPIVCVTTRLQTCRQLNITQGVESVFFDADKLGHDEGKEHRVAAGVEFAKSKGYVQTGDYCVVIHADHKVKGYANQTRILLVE
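Screened at intermediate enzyme activity to detect both inhibitors and activators: LmPK at 0.1 nM, with a 0.5 nM enzyme column as activation reference. PEP 0.5 mM, ADP 0.1 mM; ATP detected by luminescence after 1 h.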
AmpC detergent: AmpC beta-lactamase inhibition with detergent present. AmpC hydrolysis of nitrocefin, absorbance 480 nm, 0.01% Triton. AID 485294. Potency, µM (series often up to 114 µM), inactives show top-dose activity change, negative = inhibition, actives largely listed as inhibitors. 0.041% of 370,000 active. P00811;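 note: potency is the fitted concentration of half-maximal effect; 0% = no-compound wells and -100% = no-enzyme wells; nearly all actives have a fitted effect of over 25% in size; some results filed as inactive show a strong effect at the top dose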
Target sequence (P00811 whole entry, looked up): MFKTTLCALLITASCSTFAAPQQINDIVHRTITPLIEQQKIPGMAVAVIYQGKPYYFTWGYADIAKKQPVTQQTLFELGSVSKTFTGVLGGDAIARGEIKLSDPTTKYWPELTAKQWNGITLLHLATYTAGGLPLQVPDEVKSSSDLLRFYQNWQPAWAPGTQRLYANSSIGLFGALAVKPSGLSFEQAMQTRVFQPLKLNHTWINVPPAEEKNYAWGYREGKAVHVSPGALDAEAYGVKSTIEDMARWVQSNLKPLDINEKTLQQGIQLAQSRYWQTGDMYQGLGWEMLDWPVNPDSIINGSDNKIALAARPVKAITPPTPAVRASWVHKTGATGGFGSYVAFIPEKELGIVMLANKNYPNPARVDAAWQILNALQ
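AmpC (5.3 nM in the dispensed reagent) in 20 mM phosphate pH 7.0 with 0.01% (detergent screen) or 0.0001% Triton X-100 was preincubated with compounds for 15 min at room temperature. Nitrocefin was then added from an 800 uM solution, and hydrolysis was followed at 480 nm.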
TbPYK inhibitor: inhibitors of Trypanosoma brucei pyruvate kinase; Potency, µM (titrated, usually from 76.8 µM), inactives show at the highest dose activity, negative = inhibition, hits mostly inhibitors; Q57TT1; 0.12% of 410,000 active; TbPYK enzyme, Kinase-Glo Plus ATP luminescence, 45 min; note: potency is the fitted concentration of half-maximal effect; nearly all actives have a fitted effect of over 50% in size
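In this concentration-response screen, enzyme-free wells defined baseline while DMSO plates tracked drift. Each reaction combined TbPYK, substrate, compound and 130 uM ADP for 45 min at room temperature. Kinase-Glo Plus luminescence gave the signal.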
HCMV inh: blocks human cytomegalovirus replication; AID 1259415; activity change, negative = inhibition, % at 57.5 µM; HFF cells, HCMV-luciferase reporter, 72 h; stronger effect = lower value; 4.5% of 410,000 active; in the data active = activity change below about -60%; inconclusive = no clear call, values can overlap the other calls; inactive = above about -39%
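Two compound doses tested in HFFs infected with HCMV-luciferase, MOI 1 PFU/cell, 72 h at 37C. Lysate luminescence read with OneGlo; data normalized against buffer-only and 10uM Salinomycin inhibitor controls.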
AmpC no deterg: AmpC beta-lactamase inhibition without detergent; AmpC nitrocefin hydrolysis, absorbance 480 nm, 0.0001% Triton; Potency, µM (highest dose often 57.1 µM), for the others: at the highest dose activity change, negative = inhibition, hits mostly inhibitors; 0.52% of 330,000 active; AID 485341;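 note: potency is the fitted concentration of half-maximal effect; plate controls were no compound for no effect and no enzyme for full effect; nearly all actives have a fitted effect of over 20% in size; some results filed as inactive show a strong effect at the top dose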
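AmpC (5.3 nM in the dispensed reagent) in 20 mM phosphate pH 7.0 with 0.01% (detergent screen) or 0.0001% Triton X-100 was preincubated with compounds for 15 min at room temperature. Nitrocefin was then added from an 800 uM solution, and hydrolysis was followed at 480 nm.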
* hit, by the source's call; ? = inconclusive; nt = no result given; [ ] = remark or other dose. Unless noted, calls come from the whole dose curve; as a rule, active = well fitted curve in the direction sought with a large enough effect; inconclusive = small, poorly fitted or top-dose-only effect, or another doubt; inactive = no such curve, though single readings can be large; an effect the other way counts as inactive or inconclusive. Unless noted, % is set by controls: 0 for no effect and ±100 for the full control effect.

#1 COC(=O)Cn1cnc2c(C#N)c3n(c2c1=O)CCCC3
#2 O=C(c1ccc(F)cc1)N1CCC(n2nnc3ccccc32)CC1
#3 O=C(NC1CCCc2ccccc21)c1ccc(F)cc1F (stereo not drawn)
#4 O=C(Nc1ccc(N2CCOCC2)cc1)c1cccc2ccccc12
#5 CN(CC(=O)Nc1ccc(C#N)cc1)Cc1ccc(Cl)c(Cl)c1
#6 COc1ccc2[nH]c(=O)c(NC(N)=S)nc2c1
#7 COn1c(C)c(C(C)=O)c2c3no[n+]([O-])c3ccc21
#8 O=C(c1cccs1)N1C[C@@H](n2cc(C3CC3)nn2)[C@H](O)C[C@@H]1c1ccccc1
#9 COc1ccc(NC(=O)C(=S)N2CCCC2)cc1
#10 CSc1nnc(-c2cc(C)on2)n1-c1ccccc1

compound no. | 1 | 2 | 3 | 4 | 5 | 6 | 7 | 8 | 9 | 10
AMA1-RON2 inh | 8% | -7% | 2% | 2% | 1% | 46%[activator] | -3% | -7% | 13% | -5%
HCMV inh | -12 | 25 | -29 | 6 | 24 | 36 | -2 | -21 | -34 | -2
TbPYK inhibitor | 3% | -4% | -3% | 6% | 3% | -4% | 1% | -3% | 1% | -8%
AmpC detergent | -1% | 4% | -5% | -13% | -2% | 3% | -6% | nt | -6% | -5%
LmPK inhibitor | 0% | -1% | 5% | 4% | 3% | 0% | 7% | nt | 0% | 0%
AmpC no deterg | -28% | -15% | -2% | -4% | -6% | 6% | -23% | nt | -6% | -18%
HCV inh | 9% | -10% | 2% | ? | 3% | 6% | 1% | nt | 17% | 17%

#11 COc1cccc(CNC(=O)NCc2noc3ccc(C)cc23)c1
#12 COCCCN1C(=O)c2ccccc2C1C(=O)NC1CCCCCC1 (stereo not drawn)
#13 Cn1c(SCC(=O)Nc2ccccc2Oc2ccccc2)nnc1C1CC1
#14 O=C(COC(=O)COc1cccc(F)c1)NCCC1=CCCCC1
#15 CC1CC(C)CN(C(=O)CSc2nc(Cc3cccs3)nc3ccccc23)C1 (stereo not drawn)
#16 CCn1c(SCC(=O)N2CCCCC2)nc2c(c1=O)SCC2
#17 C=CCOc1ccc(/C(O)=C2\C(=O)C(=O)N(CCCOC)C2c2ccncc2)cc1 (stereo not drawn)
#18 CCCOC(=O)c1ccc(NC(=O)C(=O)NCC2CCCO2)cc1 (stereo not drawn)
#19 Cc1ccc(C(=O)OC2=CC(=O)CC(C)(C)C2)cc1
#20 CNc1nc(Nc2ccc(C)c(Cl)c2)nc(N)c1[N+](=O)[O-]

compound no. | 11 | 12 | 13 | 14 | 15 | 16 | 17 | 18 | 19 | 20
AMA1-RON2 inh | nt | 15% | 0% | -1% | -5% | 13% | 3% | -6% | 0% | -1%
HCMV inh | -13 | -1 | -10 | -9 | 33 | -16 | -19 | 83 | 16 | 122
TbPYK inhibitor | -8% | -3% | 3% | -6% | 3% | 2% | 1% | -1% | -11% | 6%
AmpC detergent | -7% | -15% | -19% | -1% | ? | 0% | -4% | -9% | -13% | -5%
LmPK inhibitor | nt | 0% | nt | -1% | -4% | 2% | 5% | 4% | 0% | -16%
AmpC no deterg | nt | -16% | -2% | 7% | ? | -5% | -32% | -14% | 1% | -6%
HCV inh | nt | nt | -4% | 18% | ? | -26% | 2% | -20% | 1% | 11µM*

#21 O=C(NCCCN1CCCCC1)c1ccc2c(c1)ncn2C1CCCC1
#22 CCOc1ccc(N(C(C)C(=O)NCCSc2ccc(Cl)cc2)S(C)(=O)=O)cc1 (stereo not drawn)
#23 CCCCC(=O)NCc1ccc(Cl)cc1
#24 Cc1cccc(NC(=O)CN2CCCCCC2)c1
#25 CC(=O)c1c(C(C)=O)c(C)n(-c2ccc(O)cc2)c1C
#26 Cc1nn(C)c(C(=O)N2CCc3ccccc32)c1Br
#27 C[C@@H]1CN([C@H](C)CO)C(=O)CCCn2nncc2CO[C@H]1CN(C)C(=O)c1ccc2ccn(C)c2c1
#28 O=C(Nc1ccccc1O)c1ccc(NS(=O)(=O)c2cccc3cccnc23)cc1
#29 CC(=O)Nc1ccc(S(=O)(=O)NCCC(=O)OCC(=O)N2CCN(C(=O)c3ccco3)CC2)cc1
#30 CCCSc1ncc(Cl)c(C(=O)Nc2c(C(=O)Nc3ccc(C)cc3)oc3ccccc23)n1

compound no. | 21 | 22 | 23 | 24 | 25 | 26 | 27 | 28 | 29 | 30
AMA1-RON2 inh | -1% | nt | -10% | -26% | -2% | -4% | 0% | 65%[activator] | -12% | nt
HCMV inh | -27 | -11 | 24 | 37 | -22 | -19 | -3 | -26 | 23 | 12
TbPYK inhibitor | 2% | 0% | -10% | 1% | -14% | 8% | -2% | -16% | 1% | 4%
AmpC detergent | -5% | 2% | -8% | -6% | 5% | -9% | nt | -2% | -5% | 1%
LmPK inhibitor | 0% | nt | -4% | 2% | 3% | -1% | nt | 3% | -1% | nt
AmpC no deterg | -4% | nt | -15% | -16% | nt | -19% | nt | 16µM* | -11% | nt
HCV inh | -5% | nt | 13% | 15% | 14% | 10% | nt | -3% | 10% | nt

#31 CN(CC(=O)Nc1ccc(Cl)cc1)C(=O)CNC(=O)Cc1cccc2ccccc12
#32 C(=NC12CN3CN(CN(C3)C1)C2)c1cccnc1
#33 CCOC(=O)c1c(-c2ccc(C)o2)csc1NC(=O)COC(=O)c1cccs1
#34 COc1ccc(C2NC(=O)C(C#N)=C(S)N2c2ccc(C)cc2)cc1OC (stereo not drawn)
#35 Cc1cc(S(=O)(=O)NCC(c2ccccc2)c2ccccc2)ccc1-n1cnnn1
#36 Cn1c(Cc2csc(N)n2)nnc1SCC(=O)NCc1ccccc1
#37 CC(=O)NNC(=O)CCn1c2c(c3ccccc31)CCCC2
#38 CN(C)CCC1(c2ccccc2)CCN(C)C1=O (stereo not drawn)
#39 CC1CC(C)CN(C(=O)CSc2nnc(N)s2)C1 (stereo not drawn)
#40 COc1ccc(NC(=O)c2cnc3n(c2=O)CCS3)cc1OC

compound no. | 31 | 32 | 33 | 34 | 35 | 36 | 37 | 38 | 39 | 40
AMA1-RON2 inh | 14% | 37%[activator] | 0% | 6% | 10% | ? | 67%[activator] | 12% | -12% | 20%
HCMV inh | -6 | 79 | 9 | -65* | -15 | -13 | 2 | -33 | -3 | -32
TbPYK inhibitor | 3% | -3% | -36% | -4% | 0% | -5% | -13% | 4% | 7% | -7%
AmpC detergent | -13% | -2% | -12% | -5% | -3% | 9% | 1% | nt | -2% | 0%
LmPK inhibitor | nt | -3% | 1% | -4% | 10% | 8% | 0% | nt | -2% | -4%
AmpC no deterg | 95%[activator] | -7% | -52% | -41% | 11% | 19% | 29% | nt | 3% | -10%
HCV inh | -10% | 14% | ? | 6% | -5% | 20% | -25% | nt | 6% | 0%

Ten of the compounds above, with bars between the fields.
cpd | structure | AMA1-RON2 inh | HCMV inh | TbPYK inhibitor | AmpC detergent | LmPK inhibitor | AmpC no deterg | HCV inh
31 | CN(CC(=O)Nc1ccc(Cl)cc1)C(=O)CNC(=O)Cc1cccc2ccccc12 | 14% | -6 | 3% | -13% | nt | 95%[activator] | -10%
32 | C(=NC12CN3CN(CN(C3)C1)C2)c1cccnc1 | 37%[activator] | 79 | -3% | -2% | -3% | -7% | 14%
33 | CCOC(=O)c1c(-c2ccc(C)o2)csc1NC(=O)COC(=O)c1cccs1 | 0% | 9 | -36% | -12% | 1% | -52% | ?
34 | COc1ccc(C2NC(=O)C(C#N)=C(S)N2c2ccc(C)cc2)cc1OC (stereo not drawn) | 6% | -65* | -4% | -5% | -4% | -41% | 6%
35 | Cc1cc(S(=O)(=O)NCC(c2ccccc2)c2ccccc2)ccc1-n1cnnn1 | 10% | -15 | 0% | -3% | 10% | 11% | -5%
36 | Cn1c(Cc2csc(N)n2)nnc1SCC(=O)NCc1ccccc1 | ? | -13 | -5% | 9% | 8% | 19% | 20%
37 | CC(=O)NNC(=O)CCn1c2c(c3ccccc31)CCCC2 | 67%[activator] | 2 | -13% | 1% | 0% | 29% | -25%
38 | CN(C)CCC1(c2ccccc2)CCN(C)C1=O (stereo not drawn) | 12% | -33 | 4% | nt | nt | nt | nt
39 | CC1CC(C)CN(C(=O)CSc2nnc(N)s2)C1 (stereo not drawn) | -12% | -3 | 7% | -2% | -2% | 3% | 6%
40 | COc1ccc(NC(=O)c2cnc3n(c2=O)CCS3)cc1OC | 20% | -32 | -7% | 0% | -4% | -10% | 0%

Next part:
#41 CCC1CCc2sc(C(=O)O)cc2C1 (stereo not drawn)
#42 Cc1sc2ncn(CC(=O)Nc3ccc(C(C)C)cc3)c(=O)c2c1S(=O)(=O)N1CCN(c2ncccn2)CC1
#43 Cc1cc(C)c2c(N)c(C(=O)C(C)(C)C)sc2n1
#44 COCCNC(=O)c1nn2c(C(F)(F)F)cc(-c3ccccc3)nc2c1Cl
#45 CCN(CC)C(=O)C1=C(C)N(Cc2ccc(OC)cc2)C(=O)C(CC(=O)NC(c2ccccc2)c2ccccc2)C1 (stereo not drawn)
#46 COc1ccc(Oc2nccc(-c3ccc(Cl)cc3)n2)cc1
#47 COc1cccc(C2c3[nH]c4ccccc4c3CCN2C(=O)Cn2cncn2)c1OC (stereo not drawn)
#48 CN(CC(=O)Nc1ccccc1Cl)C(=O)COC(=O)CCN1C(=O)C2CC=CCC2C1=O (stereo not drawn)
#49 Cc1oc(-c2cccc(Cl)c2)nc1CN1CCC(C(=O)NCCCN2CCN(c3ccc(F)cc3)CC2)CC1
#50 COC(=O)C1=CN(C2CCCCC2)C=C(C(=O)OC)C1c1ccc2c(c1)OCO2
#51 C[C@@]12C(=O)N(c3ccc(C(F)(F)F)cc3)C(=O)N1[C@@H]1c3ccccc3OC[C@@H]1[C@H]2c1ccccc1
#52 Cc1cc(CNC[C@H]2O[C@@H](n3ccc(=O)[nH]c3=O)[C@H](O)[C@@H]2O)no1

compound no. | 41 | 42 | 43 | 44 | 45 | 46 | 47 | 48 | 49 | 50 | 51 | 52
AMA1-RON2 inh | 0% | nt | 22% | 12% | -11% | 10% | -9% | 8% | nt | 51%[activator] | -2% | 8%
HCMV inh | -1 | 26 | -18 | 19 | -4 | -37 | 1 | -10 | -15 | -22 | nt | 6
TbPYK inhibitor | 1% | -1% | -2% | 2% | 5% | -3% | 4% | -8% | 3% | -5% | 5% | 2%
AmpC detergent | ? | -4% | 4% | -14% | nt | -6% | -4% | -1% | -6% | 11% | -4% | nt
LmPK inhibitor | 3% | nt | -1% | 7% | nt | 3% | 1% | nt | nt | 6% | 1% | nt
AmpC no deterg | -13% | nt | -11% | -15% | nt | -2% | 217%[activator] | -9% | nt | -21% | -31% | nt
HCV inh | 11% | nt | 12% | -5% | nt | 1% | 10% | 19% | nt | ? | -11% | nt
